GALR2 antag – blocks the human galanin receptor 2. hit rate 0.39% among 140,000. GALR2-expressing cells, antagonist mode. O43603. inhibition, % at 4 µM; in the data active means inhibition above about 27%;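 further: cells stimulated with galanin 1-16 at roughly its EC80; 0% = agonist challenge control and 100% = basal control without agonist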
Target sequence (O43603 whole entry, looked up): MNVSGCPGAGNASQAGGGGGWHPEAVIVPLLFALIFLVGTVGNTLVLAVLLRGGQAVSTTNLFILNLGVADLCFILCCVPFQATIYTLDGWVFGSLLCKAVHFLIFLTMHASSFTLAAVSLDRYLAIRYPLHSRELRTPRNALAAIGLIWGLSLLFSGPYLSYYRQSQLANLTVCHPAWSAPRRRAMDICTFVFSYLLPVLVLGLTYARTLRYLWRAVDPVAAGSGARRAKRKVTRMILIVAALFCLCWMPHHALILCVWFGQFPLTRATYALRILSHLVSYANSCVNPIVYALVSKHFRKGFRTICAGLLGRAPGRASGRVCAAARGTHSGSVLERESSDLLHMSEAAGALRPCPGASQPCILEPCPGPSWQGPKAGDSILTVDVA
PTEN del growth – suppresses growth of cells with PTEN deletion; HCT116 PTEN-null viability, CellTiter-Glo, 60 h; stronger effect = lower value; viability, % at 10 µM; hit rate 1.2% among 140,000; AID 827;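 active means viability at or below a set limit, 4 SD under the median of all tested compounds, cut at about 3.7% in these data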;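 further: PTEN knockout HCT116 line with beta catenin targeted HCT116 as companion control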
bCat KO growth – beta-catenin-lacking colon tumor cell growth suppression; HCT116 beta-catenin knockout viability, CellTiter-Glo, 60 h; stronger effect = lower value; viability, % at 10 µM; hit rate 1.5% among 140,000;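 active means viability at or under a set limit, the compound median less 4 SD, cut at about 6% in these data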;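 further: 0% = Hyamine 1622 control at 20 µM and 100% = untreated cell control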
NPY Y2 blocker – antagonists of human neuropeptide Y receptor Y2. P49146. NPY-Y2 expressing cells, antagonist mode. inhibition, % at 2.7 µM. hit rate 0.99% among 140,000. AID 793; in the data active means inhibition above about 17%;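 further: 0% = vehicle with agonist challenge and 100% = reference antagonist with challenge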
Target sequence (P49146 whole entry, looked up): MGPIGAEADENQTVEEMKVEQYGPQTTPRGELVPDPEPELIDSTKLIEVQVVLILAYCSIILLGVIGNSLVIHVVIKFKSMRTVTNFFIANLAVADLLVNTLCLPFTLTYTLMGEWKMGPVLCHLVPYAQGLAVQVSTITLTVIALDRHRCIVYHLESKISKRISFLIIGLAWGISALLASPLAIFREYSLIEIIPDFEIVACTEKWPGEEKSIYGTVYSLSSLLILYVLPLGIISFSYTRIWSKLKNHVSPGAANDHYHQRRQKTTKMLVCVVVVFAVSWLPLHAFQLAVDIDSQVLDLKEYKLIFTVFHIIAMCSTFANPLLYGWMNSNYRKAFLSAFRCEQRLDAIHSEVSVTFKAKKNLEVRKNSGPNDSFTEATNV
BB579 growth dn – yeast BB579 growth reduction in restrictive medium | S. cerevisiae BB579 growth, OD615, 48 h | inhibition, % at 10 µM | hit rate 0.51% among 140,000;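 active means inhibition above a set limit, 3 SD over the mean compound inhibition, cut at about 44% in these data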; further: inactives centre near -24
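System: Saccharomyces cerevisiae DeaD strain BB579, replicative lifespan model yeast. Buffer or medium: restrictive glucose-based CSMM-D medium. Doses: one dose, 10 µM compound with 0.25% DMSO. Timing: 4 h preincubation and 48 h exposure at 30 °C. Detection: turbidity as optical density at 615 nm. Benchmarks: amphotericin B 10 µg/mL, positive.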
MRP1 act – activates MRP-1; hit rate 0.61% among 140,000; viability increase, % at 10 µM; H69AR cells + doxorubicin, viability rescue, CellTiter-Glo;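 active means viability gain under doxorubicin at or above a set limit, the compound median plus 3 SD, cut at about 4.7% in these data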;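 further: MRP-1 overexpressing cells given doxorubicin 25 µM after compound pretreatment; 18-22 h compound pretreatment then 72 h with doxorubicin before readout; 0% = doxorubicin-only wells and 100% = vehicle-treated cells without doxorubicin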
Measles CPE – protection of cells from measles virus; Measles virus-infected cells, CPE protection, absorbance; protection (pct of control), % at 4 µM; hit rate 1.5% among 140,000; in the data active means protection mostly above about 24%, no sharp cut-off; inactive means mostly below about 26%; further: some compounds called inactive have numbers as strong as hits
E-sel TNF inh – blocks E-selectin expression induced by TNF alpha; inhibition, % at 2 µM; HUVEC TNFa-induced E-selectin immunofluorescence, high content; hit rate 0.71% among 120,000; AID 1246;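 active means inhibition above the batch mean plus 3 SD, and confirmed as a hit on visual image review, cut at about 43% in these data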;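 further: 0% = TNF-stimulated DMSO wells and 100% = unstimulated control wells; not every result past the cut was called active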
Phagocytosis inh – macrophage phagocytosis inhibition; hit rate 0.07% among 110,000; AID 1029; J774A.1 macrophage IgG-bead phagocytosis, imaging; inhibition, % at 5 µM;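 active means inhibition above the mean of the plate negative controls plus 5 SD, cut at about 13% in these data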;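 further: phagocytic index as fraction of beads internalized from green versus red external bead signal; plate controls were DMSO negative control for no effect and cytochalasin-D positive control for full effect; some results beyond the cut were filed as inactive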
Yeast lifespan up – yeast lifespan extension; inhibition of the nicotinamide effect, % at 10 µM; S. cerevisiae growth with nicotinamide, OD615; deaD strain in restrictive glucose medium; hit rate 0.68% among 130,000;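 active means inhibition above a set limit, placed 3 SD over the median of all compounds, cut at about 26% in these data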;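 further: 0% = nicotinamide-treated wells and 100% = cells grown without nicotinamide; some compounds called inactive have numbers as strong as hits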
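Material: Modified budding yeast, DeaD strain | Medium: Restrictive glucose medium | Probe or stimulus: 1.5 mM nicotinamide | Dosing: Single dose 10 µM compound, 0.25% DMSO | Times: 48 h at 30 °C | Technique: OD615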
Numbers without * were called inactive; . = not tested or not shown.

SMILES | GALR2 antag | PTEN del growth | bCat KO growth | NPY Y2 blocker | BB579 growth dn | MRP1 act | Measles CPE | E-sel TNF inh | Phagocytosis inh | Yeast lifespan up
CCOC(=O)C1(C(F)(F)F)N=C(C(F)(F)F)Nc2ccccc21 (centres undefined) | 1.3 | 98.9 | 99.7 | -2.1 | -40.4 | 0.2 | 15.8 | . | -0.4 | 1.9
CCOc1ccccc1N1CCN(Cc2cccc(OC)c2OC)CC1 | 3.0 | 55.9 | 59.7 | 12.6 | 9.1 | -0.4 | 1.7 | . | 1.5 | -7.3
CCCC(C(=O)O)N1C(=O)/C(=C/c2cccn2C)SC1=S (centres undefined) | -5.8 | 98.6 | 96.8 | 5.3 | -25.5 | 0.1 | 11.8 | 22.1 | -0.1 | 26.9*
CC(C)CNC(=S)NC(=O)c1ccc(F)cc1 | 14.4 | 84.9 | 85.2 | 0.5 | 1.2 | -2.7 | 2.5 | . | 0.0 | -4.7
CC(C)Cn1c(CCC(=O)O)ccc1-c1cccs1 | -6.1 | 95.3 | 98.4 | 3.3 | -14.9 | -2.6 | 10.4 | -14.7 | . | 14.3
Oc1c(C=C2N=c3ccccc3=N2)sc(=S)n1C1CCCC1 | -4.1 | 90.2 | 85.8 | -1.5 | -4.8 | -4.2 | 16.2 | . | -8.3 | 1.2
CCNC(=S)NNC(=O)c1csc(C)c1 | -7.0 | 101.5 | 99.0 | -1.7 | -39.6 | -1.4 | 4.7 | . | -2.2 | 2.6
COc1ccccc1N1CCN(CC(O)COc2c(OC)cccc2OC)CC1 (centres undefined) | 6.8 | 64.5 | 62.5 | 2.3 | -22.1 | -3.9 | 14.7 | 3.0 | 0.2 | 2.2
CCCc1nc2sc3ccccc3c(=O)c2c(=O)n1Cc1ccco1 | -26.6 | 96.5 | 87.4 | 0.8 | 9.8 | -5.1 | 8.8 | 17.0 | 0.5 | 17.7
COc1ccc(CCN2C(=O)NC(NC(C)=O)(C(F)(F)F)C2=O)cc1OC (centres undefined) | -10.7 | 98.6 | 98.4 | 0.6 | -7.4 | -1.2 | 3.0 | . | -5.4 | -6.9
CC(=O)c1ccc(S(=O)(=O)NCCCC(=O)NCCc2ccccn2)cc1 | 2.6 | 108.1 | 105.1 | 0.7 | -73.5 | -0.3 | 8.0 | 35.8 | -0.7 | -5.8
CC(CNCC1CCCO1)COc1cccc2ccccc12 (centres undefined) | -4.0 | 48.4 | 52.4 | 3.6 | -1.9 | -1.3 | 6.8 | . | -0.3 | -7.5
C=C(C)COc1ccc(-c2nc(N)nc(C)c2-c2ccc(OC)cc2)c(O)c1 | 0.7 | 92.0 | 96.3 | 2.2 | -48.9 | 0.3 | 5.2 | -14.0 | -2.3 | -1.0
O=C(Nc1ccc(N2CCOCC2)c(Cl)c1)c1ccc(Br)o1 | 8.6 | 100.2 | 108.7 | 8.9 | -51.6 | 0.0 | 17.8 | 3.9 | -0.7 | -20.7
COc1ccc(-n2c(N)c(C(=O)NCc3ccco3)c3nc4ccccc4nc32)c(OC)c1 | 10.2 | 72.1 | 67.1 | 1.4 | -99.7 | -2.8 | 4.0 | 5.0 | . | -1.6
CC1(C)O[C@@H]2C[C@H]3[C@@H]4C[C@H](F)C5=CC(=O)CC[C@]5(C)[C@H]4[C@@H](O)C[C@]3(C)[C@]2(C(=O)CO)O1 | -1.4 | 100.8 | 95.5 | 0.7 | -32.0 | 5.2* | 20.2 | -19.5 | . | 0.0
CC(=O)c1cccc(NC(=O)COc2ccccc2C(=O)c2cc(C#N)c(=O)n(C3CCCCC3)c2)c1 | -5.5 | 89.7 | 85.1 | 0.2 | -11.5 | -1.7 | 2.5 | . | . | 1.2
CCOC(=O)c1nnn(-c2nonc2N)c1CN(C)Cc1ccccc1 | -10.4 | 106.8 | 93.0 | 3.0 | -41.3 | -0.9 | 17.2 | -23.5 | -0.3 | 3.8
O=C(CO)N/N=C/c1ccc(Cl)cc1 | -9.3 | 103.5 | 97.2 | 4.9 | 5.8 | -2.3 | 1.5 | -17.2 | -1.5 | -19.6
COc1cccc(OCC(=O)Nc2cc(Cl)ccc2Oc2ccccc2)c1 | -0.1 | 61.1 | 61.8 | 13.6 | -35.4 | -1.7 | 3.4 | . | -10.0 | -1.1
CC(C)CC(=O)Nc1cccc(NC(=O)CC(C)C)n1 | -7.9 | 106.5 | 95.4 | 0.8 | 5.9 | -0.4 | 3.3 | 21.0 | . | -5.4
CN(CC(=O)NC1CCCCCC1)S(=O)(=O)c1ccccc1 | -12.8 | 100.8 | 100.9 | 8.3 | -53.3 | -0.8 | 7.9 | 8.5 | -0.3 | -5.3
COCCCN1C(=O)C(=O)/C(=C(/O)c2ccc(OC(C)C)cc2)C1c1ccc(O)c(OC)c1 (centres undefined) | 6.6 | 98.5 | 102.3 | 3.6 | -11.0 | 2.1 | 5.0 | . | -1.3 | -3.1
CN(C)c1ccc(/C=C/C=C2/SC(=S)N(c3ccccc3)C2=O)cc1 | -5.1 | 69.6 | 66.5 | 5.2 | -64.1 | -3.2 | 8.9 | -0.5 | . | 16.7
O=C1CC(c2ccccc2)n2nc(N3C(=O)c4ccccc4C3=O)nc2N1 (centres undefined) | 7.3 | . | 99.8 | 1.7 | 5.2 | 1.2 | 11.7 | . | -0.6 | -8.9

The list continues.
SMILES | GALR2 antag | PTEN del growth | bCat KO growth | NPY Y2 blocker | BB579 growth dn | MRP1 act | Measles CPE | E-sel TNF inh | Phagocytosis inh | Yeast lifespan up
Cc1sc2nc(C(C)C)nc(SCC(=O)NCc3ccco3)c2c1C | 8.8 | 89.5 | 74.7 | 3.2 | -59.0 | -1.7 | 9.3 | 10.9 | -0.7 | -5.2
CC1CCN(C(=O)C2CCC(C)(C(=O)O)C2(C)C)CC1 (centres undefined) | 16.4 | 94.3 | 85.8 | 2.9 | -9.9 | -0.9 | 20.5 | . | -1.0 | 20.9
CCOC(=O)N1CCN(C(=O)CN(c2ccc(Cl)c(C(F)(F)F)c2)S(C)(=O)=O)CC1 | 2.5 | 92.7 | 97.4 | 2.1 | 11.1 | -2.9 | 6.2 | . | -0.1 | -9.8
O=C(COc1ccccc1)NC(NC(=S)Nc1ccccc1O)C(Cl)(Cl)Cl (centres undefined) | -12.9 | 54.5 | 59.1 | -0.5 | -37.5 | -2.6 | 14.9 | 27.4 | . | -12.5
O=C(Cn1nnc(-c2ccc(Cl)cc2)n1)NC1CC2CCC1C2 (centres undefined) | -8.7 | 87.8 | 104.8 | 4.6 | -9.6 | 1.7 | 2.6 | 1.1 | -0.8 | -11.7
COc1ccc(NC(=O)C(NC(C)=O)C(=O)NCc2ccccc2)cc1 (centres undefined) | -9.5 | 96.5 | 94.3 | 1.2 | -52.0 | -1.6 | 6.6 | -11.4 | . | 6.2
Cc1ccc(NC(=S)Nc2ncccc2C)c(C)c1 | -1.4 | 76.5 | 87.6 | 0.2 | -4.0 | -3.5 | 6.1 | -37.7 | 1.9 | -19.1
Cc1ccc2c(CSc3nnc(C4CC4)n3N)cc(=O)oc2c1 | -4.7 | 108.4 | 87.8 | 0.6 | -31.8 | -0.5 | 15.4 | 19.5 | -0.4 | -8.2
CC(C)=CC(=O)Nc1nnc(C)s1 | 0.9 | 96.2 | 87.8 | 0.1 | -3.2 | -2.7 | 37.8* | -3.0 | . | .
Cc1cc(=O)n2c(ccc3ccccc32)c1C#N | 3.5 | 100.3 | 106.2 | 5.3 | -19.9 | 0.8 | 11.5 | 5.2 | 0.2 | -4.9
COc1ccccc1CNC(=O)CN1C(=O)C(C)N(c2ccc(C)cc2)C1=O (centres undefined) | 5.0 | 94.0 | 92.4 | 3.6 | 10.0 | -3.9 | 12.1 | 17.9 | -1.6 | -4.8
CCn1c(C)cc(/C=C2/NC(=O)N(CC(=O)Nc3cccc(C)c3)C2=O)c1C | -10.2 | 92.0 | 92.5 | 5.1 | -24.7 | -1.1 | 13.2 | . | -6.6 | 1.8
O=C(NCCCN1CCCC1=O)c1ccc2c(c1)NC(=O)c1ccccc1S2 | 7.7 | 101.2 | 99.8 | -2.7 | -12.1 | -1.0 | 28.6 | -18.2 | -0.5 | -10.4
Cc1c(C(=O)OCC(=O)NCCN2C(=O)CSC2=O)oc2c1ccc1ccccc12 | 25.4 | 90.0 | 91.5 | 5.3 | -17.9 | 0.8 | 9.1 | . | 0.9 | 1.6
COC(C)(C)[C@]12CC(O)(c3ccccc3)ON1[C@H]1CCCCC1N2O (some centres undefined) | -6.5 | 97.0 | 95.7 | 2.7 | 5.7 | -0.9 | 1.4 | . | -2.4 | -11.6
COc1ccc(OC(=O)c2cccnc2)cc1 | -0.6 | 98.5 | 90.9 | 1.2 | -35.6 | -2.4 | 8.6 | . | . | -4.0
COCCNC(=O)C1CCCN(c2ncccn2)C1 (centres undefined) | -6.3 | 97.7 | 103.1 | 1.4 | -36.8 | -0.1 | 5.7 | 0.2 | -3.2 | -3.0
CCCCCNC(=O)C(C)NS(=O)(=O)c1ccc(OC)cc1 (centres undefined) | -0.1 | 104.1 | 88.7 | 1.7 | -17.9 | -3.3 | 4.7 | -0.9 | -0.4 | -16.2
O=C(COC(=O)c1ccccn1)Nc1ccccc1Cl | 11.9 | 104.9 | 106.5 | 2.3 | -47.7 | 1.0 | 12.2 | 14.3 | 0.7 | -23.9

5 entries picked at random from those above:
SMILES | GALR2 antag | PTEN del growth | bCat KO growth | NPY Y2 blocker | BB579 growth dn | MRP1 act | Measles CPE | E-sel TNF inh | Phagocytosis inh | Yeast lifespan up
Cc1sc2nc(C(C)C)nc(SCC(=O)NCc3ccco3)c2c1C | 8.8 | 89.5 | 74.7 | 3.2 | -59.0 | -1.7 | 9.3 | 10.9 | -0.7 | -5.2
Cc1ccc(NC(=S)Nc2ncccc2C)c(C)c1 | -1.4 | 76.5 | 87.6 | 0.2 | -4.0 | -3.5 | 6.1 | -37.7 | 1.9 | -19.1
CC1CCN(C(=O)C2CCC(C)(C(=O)O)C2(C)C)CC1 (centres undefined) | 16.4 | 94.3 | 85.8 | 2.9 | -9.9 | -0.9 | 20.5 | . | -1.0 | 20.9
O=C(COC(=O)c1ccccn1)Nc1ccccc1Cl | 11.9 | 104.9 | 106.5 | 2.3 | -47.7 | 1.0 | 12.2 | 14.3 | 0.7 | -23.9
COCCNC(=O)C1CCCN(c2ncccn2)C1 (centres undefined) | -6.3 | 97.7 | 103.1 | 1.4 | -36.8 | -0.1 | 5.7 | 0.2 | -3.2 | -3.0

Some values from the entries so far.
CC1CCN(C(=O)C2CCC(C)(C(=O)O)C2(C)C)CC1 (centres undefined) | BB579 growth dn: -9.9
CN(C)c1ccc(/C=C/C=C2/SC(=S)N(c3ccccc3)C2=O)cc1 | Measles CPE: 8.9

From PubChem
